AddAB inh = less growth of phage-infected E. coli with AddAB. AID 435030. 330,000 tested, 0.29% active. inhibition, % at 11.9 µM. E. coli expressing H. pylori AddAB, absorbance growth; in the data active = inhibition above about 12%;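 also: 0% = vehicle wells of infected cells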
MOR-DOR inv ag = inverse agonists of human mu-delta opioid receptor heterodimerization; P35372+P41143; cell-based MOR-DOR heterodimer luminescence, inverse agonism; inhibition, % at 9.3 µM; 340,000 tested, 0.21% active; in the data active = inhibition above about 22%, passing the limit was not always enough;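 also: 0% = cells with DMSO and 100% = wells without cells with DMSO; values of inactives mirror those of a sister screen read the other way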
Target sequence (P35372 whole entry, looked up): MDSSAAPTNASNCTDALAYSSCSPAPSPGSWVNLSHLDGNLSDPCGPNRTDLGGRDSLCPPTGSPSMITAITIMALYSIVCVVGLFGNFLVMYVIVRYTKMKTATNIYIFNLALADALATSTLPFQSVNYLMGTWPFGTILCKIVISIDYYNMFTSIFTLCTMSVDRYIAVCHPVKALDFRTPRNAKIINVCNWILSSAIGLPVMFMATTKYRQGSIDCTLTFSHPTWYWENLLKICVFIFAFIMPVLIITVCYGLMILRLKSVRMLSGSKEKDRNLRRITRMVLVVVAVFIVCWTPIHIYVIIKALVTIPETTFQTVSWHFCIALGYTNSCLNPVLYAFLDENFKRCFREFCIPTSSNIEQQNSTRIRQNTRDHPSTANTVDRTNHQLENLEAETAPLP
Target sequence (P41143 whole entry, looked up): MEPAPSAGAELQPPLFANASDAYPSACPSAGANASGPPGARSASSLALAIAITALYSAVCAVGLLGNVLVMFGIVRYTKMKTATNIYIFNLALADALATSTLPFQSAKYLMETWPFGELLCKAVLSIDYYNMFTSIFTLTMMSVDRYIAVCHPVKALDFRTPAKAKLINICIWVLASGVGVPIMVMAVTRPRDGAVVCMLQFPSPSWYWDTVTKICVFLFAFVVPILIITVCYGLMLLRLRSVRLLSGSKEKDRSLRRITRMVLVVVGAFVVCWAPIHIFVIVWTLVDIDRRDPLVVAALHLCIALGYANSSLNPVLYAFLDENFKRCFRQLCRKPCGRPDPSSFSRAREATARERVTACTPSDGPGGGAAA
PKA-R1A act = PKA-R1A complex activation | P00514+P68181 | PKA-R1A dissociation, Cy5-IP20 fluorescence polarization; scaled: DMSO 0%, 113 µM cGMP 100% | activation, % at 11.4 µM | 340,000 tested, 0.083% active | AID 504707;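 active = percent activation above the mean of all tested compounds plus 3 SD, cut at about 19% in these data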;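 also: higher means more PKAc released from R1A so a rise in polarization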
PfHsp90 yeast 2 = growth inhibition of yeast expressing Plasmodium Hsp90 | S. cerevisiae expressing PfHsp90, BacTiter-Glo ATP, 48 h; yeast lacking PDR1 and PDR3 efflux regulators | inhibition, % at 9.4 µM | 310,000 tested, 0.32% active;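 active = every replicate shows inhibition above about 80%, whatever the replicate mean, limit read from the data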;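 also: 0% = DMSO neutral controls and 100% = 20 µM radicicol positive controls; yeast relying on Plasmodium falciparum Hsp90 in place of its own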
Tat transport = inhibitors of E. coli Tat protein transport. E. coli MC4100 TorA-mCherry Tat export, fluorescence. inhibition, % at 10 µM. 340,000 tested, 0.036% active;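 active = mean replicate inhibition at least 50% and at least half of replicates individually reaching 50%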;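 also: exported cargo escapes ClpAP degradation while cytoplasmic cargo is degraded and loses fluorescence; 0% = median of neutral control wells and 100% = median of NaSCN control wells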
MOR-DOR ag = OPRM1-OPRD1 heterodimerization agonism. cells, luminescence. AID 504326. 340,000 tested, 0.3% active. activation, % at 9.3 µM. P35372+P41143; in the data active = activation above about 18%;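 also: 0% = vehicle-treated cells and 100% = reference agonist; values of inactives mirror those of a sister screen read the other way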
DSG3 Ab inh = human desmoglein-3 autoantibody binding inhibition; binding (percent of control), % at 10 µM; DSG3-coupled beads, scFv-anti-DSG3-GFP binding, flow cytometry; hits give low values; 310,000 tested, 0.48% active; P32926;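 active = binding more than 3 SD below its plate's average and above zero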;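 also: hits lower antibody fragment binding to DSG3; some compounds called inactive have numbers as strong as hits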
phage Ecoli inh = E. coli growth loss with phage present; growth absorbance; inhibition, % at 11.9 µM; 360,000 tested, 0.26% active; AID 651602; in the data active = inhibition above about 11%
Mot1-301 SUMO = inhibitors of SUMOylation pathway: yeast Mot1-301 growth rescue. S. cerevisiae Mot1-301 growth rescue, ATP luminescence, 38.5C; percent above DMSO median, 100 means doubled. growth rescue, % at 18.8 µM. 320,000 tested, 1% active;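 active = every valid replicate shows activation above 250% relative to neutral control wells; inactive = the rest, any valid replicate at or below 250%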;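 also: OY570 slx delta 5 strain wells were the positive control but not used for scaling; some compounds called inactive have numbers as strong as hits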
E coli growth = reduces bacterial viability in AddAB counter-screen; E. coli V3065 growth, OD600 absorbance, 18 h; inhibition, % at 11.9 µM; 330,000 tested, 0.27% active; AID 449728;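 active = inhibition above the campaign's mean inhibition across all tested compounds plus 3 SD, cut at about 9.9% in these data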;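 also: uninfected addAB+ strain grown without phage in ampicillin broth; 0% = DMSO wells and 100% = ciprofloxacin 0.95 µg/ml wells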
Arr AP2 block = inhibitors of human beta-arrestin and AP2 interaction; FITC-arrestin peptide / GST-AP2 beads, flow cytometry; AP2 beta2 appendage carries R879A mutation; inhibition, % at 10 µM; 340,000 tested, 0.31% active;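 active = inhibition above a set limit, near 3 SD of compounds lacking own fluorescence, cut at about 54% in these data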;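 also: plate controls were DMSO wells for no effect and 5 µM unlabelled arrestin peptide for full effect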
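test system = AP2 appendage R879A on GSH beads | buffer or medium = PBS plus Tween 20 (0.05%) and BSA (0.1%) | incubation = 12 min plus 1 h, RT | detection = bead flow cytometry, FITC channel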
Active calls of the source: *; i = inactive; / = not tested or not shown. Hits appear at their usual frequency. Share with any hit: about 2.8%.

Compound	AddAB inh	MOR-DOR inv ag	PKA-R1A act	PfHsp90 yeast 2	Tat transport	MOR-DOR ag	DSG3 Ab inh	phage Ecoli inh	Mot1-301 SUMO	E coli growth	Arr AP2 block
COc1ccc2[nH]c3c(c2c1)CCN1C(=O)N([C@@H](C)C(=O)NC2CCCC2)C(=O)[C@]31C	4.4	2	6	5	0	-0.4	103	2.5	-9	-2.3	6
O=c1c2cc(NC(=S)NCc3ccccn3)ccc2nc2n1CCCCC2	6.0	7	6	-11	-1	-1.3	108	1.3	5	-0.2	-8
O=C(CCC1CCCCC1)Nc1ccccc1O	2.5	6	1	-19	10	-1.1	104	4.8	7	-0.2	17
CC1=NN(C(C#N)c2ccc(F)cc2)C(c2ccccc2)C1 (stereo unspecified)	0.2	7	0	4	-1	-1.5	120	2.0	-1	-3.6	-2
COc1ccc(CCc2ccc3ccccc3n2)cc1	/	8	1	-20	0	-1.5	124	3.0	/	/	-23
COc1ccc(NS(=O)(=O)c2cccc(C(=O)N/N=C(\C)c3ccc(-n4ccnc4)cc3)c2)cc1	1.9	7	-9	-20	-1	-1.8	110	0.0	60	-2.5	0
O=C(Nc1ccc(Br)cc1)NC1CCCCCCC1	3.7	-50	-8	3	-8	9.6	/	7.9	-6	4.9	-12
O=C(COC(=O)c1ccc2ccccc2n1)Nc1ccccc1Br	-1.5	10	-2	-15	-4	-1.9	172	3.2	2	0.9	5
CC(=O)Nc1ccc(NC(=O)COC(=O)COc2ccc3ccccc3c2)cc1	0.4	11	-10	0	6	-2.3	89	0.1	-9	1.4	0
Cc1ccc2[nH]c3c(c2c1)CC/C(=C/c1ccccc1)C3=O	3.3	-12	1	/	-6	2.1	/	1.4	-15	1.3	-2
CN(Cc1ccccc1)C(=O)COC(=O)c1cc(-c2ccc(Cl)s2)nc2ccccc12	1.8	14	-5	/	-1	-2.5	95	2.3	14	-2.0	22
COC(=O)CC1C(=O)NCCN1C(=O)c1cc([N+](=O)[O-])ccc1Cl (stereo unspecified)	-1.2	11	0	-4	-17	-2.3	100	0.6	180	-1.4	-11
O=C(CSc1nnc(-c2ccccn2)o1)Nc1cccc(Cl)c1	3.4	4	-6	15	-6	-0.5	98	4.1	11	-1.9	0
O=C(NCCc1ccccc1)/C(=C\c1ccc([N+](=O)[O-])cc1)NC(=O)c1ccco1	-0.2	-2	-9	-15	0	0.3	105	-2.8	5	-1.6	5
O=C1OCCN/C1=C\C(=O)c1ccc(Cl)cc1	-0.3	/	/	/	/	/	108	2.4	-6	-1.9	-10
COc1ccccc1C(CNC(=O)c1ccc(OCc2c(C)noc2C)cc1)N1CCCC1 (stereo unspecified)	1.1	4	-14	-31	-2	-0.9	95	1.7	3	-2.0	-4
CC(=O)N1CCc2c(sc(NC(=O)CCS(=O)(=O)c3ccc(C)cc3)c2C(N)=O)C1	-1.8	14	4	-90	2	-2.9	97	-0.1	2	-0.2	-3
Cc1cc(C)c(NC(=S)NCC2CCN(C(C)c3ccccc3)C2)c(C)c1 (stereo unspecified)	1.9	8	-11	-12	1	-1.5	96	2.5	-17	-1.8	1
COc1ccccc1N1CCN(C(=O)CCC(=O)N2CCN(c3ccc(F)cc3)CC2)CC1	3.6	11	3	6	-4	-2.1	107	-2.7	412	-0.6	8
COc1cc(C)ccc1OCc1cc(C(=O)N2C[C@H]3CC[C@H]2C3)no1	3.1	5	-4	-4	0	-1.1	88	0.7	-28	-0.2	3
O=C(COC(=O)Cc1ccc(S(=O)(=O)N2CCOCC2)s1)Nc1ccc([N+](=O)[O-])cc1	0.6	0	-3	/	1	-0.1	96	1.1	-3	0.7	21
Cn1cc(CN2CCN(Cc3ccc4c(c3)OCO4)CC2)c(-c2ccccc2F)n1	1.7	-2	-1	14	-8	0.4	98	2.8	6	-2.7	26
CCn1ccnc1CNC(=O)c1cc(COc2ccc(F)cc2F)on1	0.3	0	4	-42	13	-0.1	95	1.8	1	0.1	16
CCOc1c(O)ccc(C2NC(=O)NC(C)=C2C(=O)OC)c1[N+](=O)[O-] (stereo unspecified)	3.1	23	3	10	-1	-4.5	102	5.1	-16	3.0	21
CCn1c(SCC(=O)NNC(=O)c2ccc(OC)cc2)nnc1C1CC1	3.3	-11	0	3	-2	1.4	104	-0.6	333	-0.8	19
Cc1ccc(C(=O)COC(=O)CNC(=O)c2cccs2)cc1C	-1.2	-2	-8	-24	-12	0.2	100	4.0	6	-0.3	-2
COC(=O)c1sc(NC(=S)NC(=O)c2cccc(C)c2)nc1C	1.1	5	-8	-9	-12	-0.9	101	2.4	199	-1.1	45
COc1ccc(Cl)cc1NC(=O)CN(C)C(C)C(=O)NCC1CCCCC1 (stereo unspecified)	1.9	4	-6	/	10	-0.8	101	2.0	7	-1.8	2
Cc1ccc(-n2c(SCC(=O)NNC(=S)Nc3ccccc3)nc3ccccc3c2=O)cc1	6.3	2	1	-43	-3	-0.3	103	0.9	9	1.6	-3
CCOc1ccccc1NC(=O)CN1CCN(C(=O)C2CCCO2)CC1 (stereo unspecified)	2.3	21	-5	-18	8	-3.8	113	1.7	-17	0.7	9

Reformatted: entries from further up.
> CCn1ccnc1CNC(=O)c1cc(COc2ccc(F)cc2F)on1
  AddAB inh: 0.3	MOR-DOR inv ag: 0	PKA-R1A act: 4	PfHsp90 yeast 2: -42	Tat transport: 13	MOR-DOR ag: -0.1	DSG3 Ab inh: 95	phage Ecoli inh: 1.8	Mot1-301 SUMO: 1	E coli growth: 0.1	Arr AP2 block: 16

> CCOc1c(O)ccc(C2NC(=O)NC(C)=C2C(=O)OC)c1[N+](=O)[O-] (stereo unspecified)
  AddAB inh: 3.1	MOR-DOR inv ag: 23	PKA-R1A act: 3	PfHsp90 yeast 2: 10	Tat transport: -1	MOR-DOR ag: -4.5	DSG3 Ab inh: 102	phage Ecoli inh: 5.1	Mot1-301 SUMO: -16	E coli growth: 3.0	Arr AP2 block: 21

Continued:
Compound	AddAB inh	MOR-DOR inv ag	PKA-R1A act	PfHsp90 yeast 2	Tat transport	MOR-DOR ag	DSG3 Ab inh	phage Ecoli inh	Mot1-301 SUMO	E coli growth	Arr AP2 block
NC(=O)c1cc([N+](=O)[O-])ccc1NCc1cccc([N+](=O)[O-])c1	0.8	4	2	5	-3	-0.7	104	1.7	8	1.0	-1
C/C(=N\NC(=O)C(N)=O)c1ccc(O)cc1O	-2.9	10	-5	/	-13	-2.0	121	1.2	-4	-2.6	-1
Cc1ccc(Cl)cc1N1CCN(C(=O)CSc2ccsc2[N+](=O)[O-])CC1	-0.3	18	-10	6	-5	-3.3	115	3.6	/	-0.9	-4
Cc1nc(CN2CCCCC2)cc(=O)[nH]1	3.6	11	-2	0	-12	-2.2	121	2.4	-7	-1.6	21
CN(C)CCN1C(=O)c2oc3ccc(Cl)cc3c(=O)c2C1c1cccc(Br)c1 (stereo unspecified)	0.1	7	-8	/	-4	-1.2	93	3.0	-14	-0.7	-7
COc1cc(C)ccc1OCCOc1c(C)cccc1Cl	1.9	-17	3	/	3	3.4	/	1.8	13	0.3	4
COc1ccccc1CNC(=O)C(=O)NCC1OCCN1C(=O)c1cccs1 (stereo unspecified)	3.1	7	-5	-2	-7	-1.4	92	2.2	-22	2.6	31
COc1ccc(S(=O)(=O)N2CCCCC2)cc1NC(=O)C1COc2ccccc2O1 (stereo unspecified)	1.9	7	-4	7	5	-1.5	100	3.2	-3	-1.1	-15
CCCCCCSc1cc(-c2nc3cc(C)ccn3c2NC2CCCCC2)ccc1OC	0.1	-1	-8	-15	-6	0.2	116	0.8	-18	1.5	4
CCN(CC)C(=O)CSc1nc(N)c(-c2ccccc2)c(=O)[nH]1	3.2	18	-7	39	-2	-3.5	79	4.2	-6	-1.3	-7
O=[N+]([O-])c1ccccc1Oc1ccc(Cl)c2cccnc12	0.7	6	-3	-46	7	-1.2	/	1.4	-27	-1.3	1
COc1cccc(OCC(O)CN2CCC(C)CC2)c1 (stereo unspecified)	3.7	7	-16	7	23	-1.6	116	2.9	4	1.6	4
COc1ccc(N2CCN(C(CNC(=O)C(=O)NCCC3=CCCCC3)c3ccco3)CC2)cc1 (stereo unspecified)	2.1	12	-1	13	-4	-2.3	113	2.6	9	-1.6	6
C=CCn1c(SCC(=O)N(CCC)C2CCS(=O)(=O)C2)nnc1-c1ccccc1OC (stereo unspecified)	-4.2	7	1	/	3	-1.3	118	1.3	0	0.3	40
Cn1c(SCC(=O)NC2CCCC2)nnc1-c1ccco1	0.2	-10	6	-8	2	1.6	/	1.1	124	-1.1	-1
COc1ccc(CC(=O)NC(C)C2COc3ccccc3O2)cc1OC (stereo unspecified)	0.8	19	-4	-6	-5	-4.0	100	2.8	i	0.0	30
Cc1cc(OCc2nc3ccccc3s2)ccc1N	-0.8	4	-3	-17	4	-0.8	/	-0.4	65	-0.5	36
CN(C)C(=O)c1cn(CCC#N)nc1-c1ccc2ccccc2c1	2.0	16	3	20	24	-3.2	93	3.5	210	0.6	12
CN(C)c1cccc(Oc2nc3c(c(=O)n(C)c(=O)n3C)n2C)c1	0.2	-1	-4	-15	-1	0.3	110	0.2	1	1.8	-7
COC(=O)c1[nH]c2ccc(C)cc2c1NC(=O)CCN1CCN(Cc2ccc3c(c2)OCO3)CC1	-2.1	4	-8	-1	-4	-0.7	95	1.9	-23	-1.2	-1
O=S(=O)(Nc1ncccn1)c1ccc(NC(=S)NCc2ccco2)cc1	0.5	3	-18	27	10	-0.6	98	2.3	174	-0.3	6
O=c1cc(C2CCCCC2)[nH]c(=O)[nH]1	/	4	-4	-1	5	-0.7	86	3.6	/	/	-4
Cc1ccc(CNC(=O)CCc2cn(C)c3ccccc23)cc1	-0.2	11	1	10	-4	-2.4	98	2.1	-10	-1.7	-13
COc1cccc(N2CC(C(=O)Nc3ccc(F)cc3)CC2=O)c1 (stereo unspecified)	0.3	4	-11	14	-7	-0.8	/	2.0	8	0.1	5
Cc1ccc2nc(SCC(=O)Nc3cccc(S(=O)(=O)NC4=NCCCCC4)c3)[nH]c2c1	-0.9	3	-9	3	1	-0.6	100	3.8	7	-1.5	16
COc1ccc(-c2cc(C(=O)O)[nH]n2)cc1OC	1.0	9	-9	-18	8	-1.6	67	1.9	10	-2.0	1
O=C(CC1C[C@H](C(=O)N2CCCCC2)[C@@]2(CCc3ccccc3)c3[nH]c4ccccc4c3CCN2C1=O)NCCC1=CCCCC1 (stereo partly specified)	-0.7	2	-5	24	1	-0.4	99	3.5	1	-2.5	48
Cn1nc(-c2ccccc2F)c2cc(C(=O)Nc3ccc4c(c3)OCCO4)sc21	-0.6	1	8	-3	3	-0.2	102	0.1	2	0.0	4
COc1ccc(S(=O)(=O)N2CCCCCC2)cc1NC(=O)Cc1n[nH]c(=O)c2ccccc12	/	18	-2	-20	2	-3.5	99	-0.8	/	/	-11
CCN1CCN(c2cc(C)c3cc(NC(=O)c4cccc(OC)c4)ccc3n2)CC1	-0.9	-8	4	4	4	1.5	92	0.6	-19	-2.3	32

Screening data (PubChem BioAssay)
